12-hLO inh = qHTS Assay for Inhibitors of 12-hLO (12-human lipoxygenase) | Polyunsaturated fatty acid lipoxygenase ALOX12 (Homo sapiens), P18054 | purified 12-hLO, xylenol orange hydroperoxide absorbance | Potency, µM (doses to about 57.1 µM), for the others: at the top dose activity change, negative = inhibition, hits mostly inhibitors | actives 0.12% (n = 150,000) | AID 1452, 2008; further: potency means the concentration at half of the fitted maximal effect; nearly all actives have a fitted effect of over 55% in size; many of its hits are not listed in these tables
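Hydroperoxide output read as Fe(III)-xylenol orange absorbance, 573-to-405 nm ratio, after 30 min reaction with 40 uM arachidonic acid. Enzyme: 150 nM purified human 12hLO, 15 min compound preincubation; 25 mM Hepes pH 7.0, room temperature.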
IMPase cell inh = qHTS Assay for Identifying the Cell-Membrane Permeable IMPase Inhibitors; CHO-M1 cells, IP1 accumulation, HTRF TR-FRET ratio; inhibition (IP1 accumulation), % at 46.1 µM; AID 901, 2007; Inositol monophosphatase 1 (Rattus norvegicus), P97697; 120,000 tested, under 10 active; active means well fitted curve in the direction sought with a large enough effect in the signal ratio, not every such curve was filed as active; inconclusive means small, poorly fitted or top-dose-only effect, or a change in a side signal; inactive means no such curve, though single readings can be large or run the other way; the % refers to the signal ratio;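 further: cells stimulated with carbachol in lithium chloride buffer; plate controls were DMSO basal wells for no effect and reference inhibitor wells for full effect; higher means more IMPase inhibition seen as more IP1 and lower FRET ratio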
Target sequence (P97697 whole entry, looked up): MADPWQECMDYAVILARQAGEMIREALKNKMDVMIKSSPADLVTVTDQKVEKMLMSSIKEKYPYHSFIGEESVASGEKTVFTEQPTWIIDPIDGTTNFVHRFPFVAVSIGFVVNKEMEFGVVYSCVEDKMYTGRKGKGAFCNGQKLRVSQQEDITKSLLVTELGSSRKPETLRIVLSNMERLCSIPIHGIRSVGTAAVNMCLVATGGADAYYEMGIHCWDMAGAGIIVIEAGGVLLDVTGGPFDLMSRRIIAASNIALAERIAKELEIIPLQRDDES
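Cellular IMPase inhibition is scored as a rise in cytosolic IP1, detected by competitive TR-FRET between d2-labelled IP1 and a europium anti-IP1 antibody. M1-expressing CHO cells were stimulated with carbachol for 30 min at 37C, with lithium (50 mM LiCl) present in the buffer.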
PNC assembly inh = High Content Assay for Compounds that inhibit the Assembly of the Perinucleolar Compartment. activity change (PNC), negative = inhibition, % at 10 µM. PC3M PTB-GFP, PNC prevalence imaging, 16 h; active compounds read low. actives 3.1% (n = 140,000). AID 2417, 2010;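 active means readout at or below -70, meaning at least 70% loss of cells showing the perinucleolar compartment, a nuclear body marking cancer cells; inconclusive means readout between -30 and a set limit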;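 further: plate controls were DMSO wells for no effect and camptothecin positive control wells for full effect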
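PC3M cells stably expressing PTB-GFP, 750–1000 cells/well, treated 16 h at 37 °C with compound (23 nl of library stock), in duplicate. After paraformaldehyde fixation and Hoechst stain, imaged at 20x; PNC prevalence scored by image analysis.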
15-hLO-2 inh = qHTS Assay for Inhibitors of 15-hLO-2 (15-human lipoxygenase 2); purified 15hLO-2, xylenol orange hydroperoxide absorbance; Potency, µM (series often up to 57.1 µM), without a hit: top-dose activity change, negative = inhibition, most hits filed as inhibitors; actives 0.56% (n = 110,000); AID 881, 2007; further: potency means the concentration at half of the fitted maximal effect; nearly all actives have a fitted effect of over 60% in size; many of its hits are not listed in these tables
Target sequence (O15296 whole entry, looked up): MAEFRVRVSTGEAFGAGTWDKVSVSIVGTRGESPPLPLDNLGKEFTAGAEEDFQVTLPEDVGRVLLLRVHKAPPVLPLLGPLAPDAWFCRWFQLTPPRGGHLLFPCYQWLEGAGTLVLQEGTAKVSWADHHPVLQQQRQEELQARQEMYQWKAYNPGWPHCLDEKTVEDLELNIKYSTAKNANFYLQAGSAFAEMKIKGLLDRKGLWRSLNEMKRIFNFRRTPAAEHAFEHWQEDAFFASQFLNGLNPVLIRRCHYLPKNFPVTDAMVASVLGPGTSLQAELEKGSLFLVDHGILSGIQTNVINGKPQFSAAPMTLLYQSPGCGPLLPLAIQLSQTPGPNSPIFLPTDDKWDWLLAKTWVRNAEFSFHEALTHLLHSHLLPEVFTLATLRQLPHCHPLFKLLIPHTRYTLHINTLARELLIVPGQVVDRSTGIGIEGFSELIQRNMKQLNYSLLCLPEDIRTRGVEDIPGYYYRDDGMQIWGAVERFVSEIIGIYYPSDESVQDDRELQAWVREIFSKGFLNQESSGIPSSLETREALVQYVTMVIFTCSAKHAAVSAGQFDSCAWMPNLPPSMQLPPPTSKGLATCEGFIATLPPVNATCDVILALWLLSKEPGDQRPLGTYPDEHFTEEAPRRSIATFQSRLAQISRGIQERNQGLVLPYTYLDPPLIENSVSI
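Purified human 15hLO-2 (50 nM) preincubated 15 min with compound, then 45 uM arachidonic acid for 90 min at RT in 25 mM Hepes pH 7.5, 0.01% Triton X-100. Hydroperoxide detected by Fe-xylenol orange; 573/405 nm absorbance ratio.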
* = called active by the depositor; ? = inconclusive; / = not tested or not shown; [ ] = remark or other dose. Unless noted, the call rests on the fitted dose curve; in most records, active means well fitted curve in the direction sought with a large enough effect; inconclusive means small, poorly fitted or top-dose-only effect, or another doubt; inactive means no such curve, though single readings can be large; an effect the other way counts as inactive or inconclusive. Unless noted, on the % scale 0 is the no-effect control and ±100 the full control effect.

Every second line gives: 12-hLO inh	IMPase cell inh	PNC assembly inh	15-hLO-2 inh
COC(=O)c1cc(OC)c(OC)c(OC)c1NC(=O)c1ccc(S(=O)(=O)N(C)C)cc1
 : 1%	-2	9	0%
O=C(c1cc2n(n1)C(C(F)(F)F)CC(c1ccc(F)cc1)N2)N1CCCC1 (stereo unspecified)
 : 0%	2	0	20%
Fc1c(F)c(C(F)(F)F)c(F)c(F)c1N1CCN(c2ccc3nnc(C(F)(F)F)n3n2)CC1
 : 3%	3	-15	0%
CCOc1ccc(NC(=O)c2ccc3c(c2)N(Cc2ccc(F)cc2)C(=O)CS3=O)cc1 (stereo unspecified)
 : -11%	-4	?	-8%
C=CCOc1ccc(C2C(C(=O)c3ccco3)=C(O)C(=O)N2CCCN(CC)CC)cc1 (stereo unspecified)
 : -26%	6	30	3%
CCc1ccccc1N1CCN(S(=O)(=O)c2cc(OC)ccc2OC)CC1
 : -9%	1	32	8%
Nc1ncnc2nc(SCCN3CCCCC3)[nH]c12
 : -2%	1	1	-17%[2.29 µM]
CC1=C(C(=O)N(C)CCC#N)C2(CCCCC2)OC1=O
 : -6%	6	37	5%
CCOc1cc(/C=C2\N=C(C)OC2=O)cc(Br)c1OCCc1ccccc1
 : -10%	3	33	-22%
O=C(Nn1c(O)c(C=C2N=c3ccccc3=N2)sc1=S)c1ccc(Cl)cc1
 : 3%	?	26	-8%
CCOc1ccc(C(OC(=O)c2ccco2)C(=O)NCc2ccc(C)cc2)cc1 (stereo unspecified)
 : 1%	7	26	-14%
COC(=O)c1sccc1NC(=S)N1CCCC(C)C1 (stereo unspecified)
 : -6%	?	?	-10%
CCCn1c(C)cc(C(=O)CSc2nnc3n(CCC)c(=O)c4ccccc4n23)c1C
 : -2%	-3	-10	-1%
COc1cc(NC(=O)Nc2cccc(Cl)c2)c(OC)cc1NC(=O)CN1CCCCC1
 : -10%	-1	19	28%
CC(=O)N1CCC2(CC1)CCN(c1cccc(-c3ccccc3)c1)CC2
 : -12%	/	/	1%
c1ccc2c(Nc3ccncc3)nc(-c3ccoc3)nc2c1
 : -1%	/	/	51%[activator]
COCCOC(=O)C1=C(C)N=C2SCCC(=O)N2C1c1ccc(OC(=O)c2ccco2)cc1 (stereo unspecified)
 : 3%	-3	6	4%
Cc1cc(C)n2nc(C(=O)OCC(=O)c3cc(C)n(C)c3C)nc2n1
 : -7%	-8	-11	8%
Nn1c(COc2ccc(Cl)cc2)nc2ccccc2c1=O
 : -1%	/	-11	/
CCCN(CCC)CCCNC(=O)CC(C(=O)N1CCc2ccccc21)n1ccnc1 (stereo unspecified)
 : 3%	-3	8	36%[activator]
O=C(NCc1ccco1)C(=O)NCC1OCCN1S(=O)(=O)c1ccc(F)cc1 (stereo unspecified)
 : -2%	/	43	/
OC(Cn1nnc2ccccc21)Cn1c(C(F)(F)F)nc2ccccc21 (stereo unspecified)
 : 2%	-4	?	11%
COC(=O)C1(O)CC(C(C)C)=NN1C(=O)c1ccc(Cl)cc1 (stereo unspecified)
 : 1%	-1	-29	4%
COc1ccccc1CNC(=O)Cn1cc2c(n1)CCCC2
 : -1%	-1	-21	-1%
CC1CCc2c(sc(NC(=O)c3ccc(Cn4cc(Br)cn4)o3)c2C(N)=O)C1 (stereo unspecified)
 : -1%	5	-17	-15%
CC(=O)Nc1ccc(NC(=O)c2ccc(C3SCC(=O)N3CCc3ccccc3)cc2)cc1 (stereo unspecified)
 : -3%	/	-26	/
CCOc1ccc(Br)cc1S(=O)(=O)Nc1ccc(C(=O)OC(C)C(=O)N(C)c2ccccc2)cc1 (stereo unspecified)
 : -5%	?	-27	/
O=c1[nH]c2ccccc2n1Cc1ccccc1
 : 1%	5	-2	0%
Cc1cc(NC(=O)CSCCc2ccncc2)no1
 : 0%	/	-23	/
CCOC(=O)Cc1csc(NC(=O)C(C)(C)CC)n1
 : -6%	-7	32	13%
O=c1cc(CNC2CCCCC2)c2ccccc2[nH]1
 : 3%	-4	4	-6%
O=C(c1cccc(F)c1)N1CCN(Cc2ccco2)CC1
 : -6%	-4	-9	-16%
COc1ccc(OC)c(N/C(=N\c2nc(C)cc(C)n2)NC(=O)c2ccco2)c1
 : 0%	6	4	-4%
CCOc1ccc(NC(=O)N2CCC(C(N)=O)(N3CCCCC3)CC2)cc1
 : 6%	-3	-25	-2%
NS(=O)(=O)c1ccc(S(=O)(=O)NCCc2ccccc2)cc1
 : 2%	4	60	-8%
CCCOc1ccc2oc(=O)c3c(c2c1)CCCN3C(=O)CN1CCCC(C(=O)OCC)C1 (stereo unspecified)
 : -2%	15	65	6%
CC(C)P(=O)(c1cccc(C(=O)O)c1)C(C)C
 : -5%	-7	28	/
CCc1cc[n+](-c2nc3ccccc3nc2C(=C=[N-])C#N)cc1
 : -3%	10	2	?
CCOc1ccc(CN(C(=O)c2cc3ccccc3oc2=O)C2CC2)cc1
 : -5%	9	-100*	/
COc1ccc2[nH]c(-c3ccccc3)c(CCNC(C)=O)c2c1
 : 0%	-6	/	9%
COc1ccc(OC)c(CNC(=O)C2CCN(C(=O)N(C)C)CC2)c1
 : 0%	1	?	11%[2.29 µM]
S=c1nc[nH]c2nc[nH]c12
 : -1%	/	/	7%
Cc1ccc(NC(=S)NC(NC(=O)Cc2cccc3ccccc23)C(Cl)(Cl)Cl)cc1 (stereo unspecified)
 : -16%	10	?	?
COC(=O)c1cc2c([nH]c3ccccc32)c(C)n1
 : 2%	-4	2	-4%
Cc1cccc(C)c1OCC(O)Cn1ccnc1C (stereo unspecified)
 : -2%	4	22	13%
Cc1ccc(C(=O)Nc2c(C)cc(-c3ccc(Cl)cc3)oc2=O)cc1
 : 5%	1	-2	-4%
O=C(c1ccco1)N1CCC2(CC1)CCN(c1ccccn1)CC2
 : 4%	/	/	-2%
Cc1ccccc1C1C2=C(Nc3[nH]n(-c4ccccc4)c(=O)c31)c1ccccc1C2=O (stereo unspecified)
 : -2%	/	-7	/
Cc1cccc(C)c1NC(=O)Nc1cccs1
 : -8%	-2	?	-24%
O=C1/C(=C\c2cccs2)Sc2ccc3ccccc3c21
 : -3%	/	-9	/
CC(C)Cc1nc(N2CCN(C(=O)c3ccccc3)CC2)c(C#N)c2c1CCC2
 : -10%	7	?	-9%
Cc1ccnc(NC(=O)c2cccc(NS(=O)(=O)c3ccccc3C)c2)c1
 : -6%	-1	?	12%
COc1ccc(NC(=O)C(=O)NCCO)cc1Cl
 : -2%	/	90	/
CCOc1cc(NC(=S)NCc2ccco2)c(OCC)cc1NC(C)=O
 : 4%	7	81	5%
Fc1ccccc1Nc1nc2ccccc2n2nnnc12
 : -5%	-1	22	10%
Cc1cc(N(CCO)CCO)nc(-n2nc(C)cc2C)n1
 : 1%	3	-18	31%[activator]
C=CCN1C(=O)C(O)(CC(=O)c2ccc(-n3cccc3)cc2)c2ccccc21 (stereo unspecified)
 : 4%	1	?	?
CC(C)Cn1cnc2c(SCc3ccccn3)nc(N)nc21
 : -2%[11.4 µM]	/	/	-4%[11.4 µM]
COc1cc(SC#N)ccc1N=Cc1c(C)[nH]n(-c2ccc(C)cc2C)c1=O
 : -16%	15	6	33%[activator]
CCCCCNS(=O)(=O)c1cc(C)ccc1OC
 : -1%	/	-10	/

Arranged by the number under IMPase cell inh (high to low): three of the compounds above
canonical_smiles | IMPase cell inh
COc1cc(SC#N)ccc1N=Cc1c(C)[nH]n(-c2ccc(C)cc2C)c1=O | 15
CCOc1cc(NC(=S)NCc2ccco2)c(OCC)cc1NC(C)=O | 7
Cc1ccnc(NC(=O)c2cccc(NS(=O)(=O)c3ccccc3C)c2)c1 | -1

Next section.
Every second line gives: 12-hLO inh	IMPase cell inh	PNC assembly inh	15-hLO-2 inh
Cc1cc(C)n2nc(CC(=O)NCc3ccccc3Cl)nc2n1
 : 1%	-7	6	/
O=c1nc2c(O)cccn2c2c1c(=O)[nH]c1ccccc12
 : -4%	-10	?	/
Cc1cc(C)cc(N(CC(=O)N2CCC(C)CC2)S(=O)(=O)c2ccccc2)c1
 : -9%	7	-14	0%
Cc1onc(-c2ccccc2Cl)c1C(=O)NCc1ccccc1
 : -1%	0	-14	-2%
O=C(c1ccccc1)c1ccc(OCC(O)CN2CCN(Cc3ccccc3)CC2)cc1 (stereo unspecified)
 : -2%	4	-2	55%[activator]
CCOC(=O)N1CCN(C(=O)Nc2ccc3oc(C)nc3c2)CC1
 : 4%	2	?	9%[2.29 µM]
Cc1cccc2cc(C(c3nnnn3Cc3ccccc3)N3CCN(C)CC3)c(=O)[nH]c12 (stereo unspecified)
 : 1%	2	-13	11%
C[N+](C)(C)CCNC(=O)c1c(O)c2c([nH]c1=O)CCCC2
 : 0%	9	-12	0%
CCC(C)Nc1nc(CN2CCOCC2)nc2sc3c(c12)CCC3 (stereo unspecified)
 : 3%	7	-4	29%
O=C(Oc1ccc(Cl)c2cccnc12)N1CCOCC1
 : 4%	1	?	-5%
O=C(Nc1ccc(Cn2cccn2)cc1)c1ccc(COc2cccc(Br)c2)cc1
 : -12%	10	?	13%
CCOC(=O)CCc1nc2ccccc2[nH]c1=O
 : -3%	0	24	-1%
C(=Nc1ccc(Nc2ccccc2)cc1)c1ccc2ccccc2c1
 : ?	16	-83*	/
COc1ccc(CNC(=O)CS(=O)Cc2nc(-c3ccc(C)cc3)oc2C)cc1 (stereo unspecified)
 : 0%	5	-13	0%
O=c1n(-c2cccc(Cl)c2)c(=O)n2n1CCC2
 : -4%	3	21	3%
CCOC(=O)Cc1csc(NC(=O)COc2ccc(N(C)S(=O)(=O)c3cccs3)cc2)n1
 : -4%	25	-26	17%
CN(CC(=O)Nc1ccccc1C(=O)N1CCCC1)S(=O)(=O)c1ccc(Br)cc1
 : 1%	-2	-12	-4%
O=C(O)C1CCN(C(=O)NC2CCCCC2)CC1
 : 2%	-10	28	-2%
CC1CCCN(C(=O)c2ccc3c(c2NCCO)C(=O)c2ccccc2C3=O)C1 (stereo unspecified)
 : 0%	11	-2	-8%
CNC(=O)c1nc(C)n(-c2cc(Cl)cc(Cl)c2)n1
 : -3%	-1	-1	-3%
CCOC(=O)N1CCC(NC(=O)CCN2C(=O)COc3ccccc32)CC1
 : 10%	4	-80*	-2%
O=C(c1ccco1)n1nc(-c2ccc(Cl)cc2)nc1NCc1ccco1
 : -4%	-4	14	18%
O=C(O)CCN1C(=O)c2ccc(NC(=O)CSc3ccccc3)cc2C1=O
 : -4%	-13	-26	/
CCOc1cc2c(cc1OC)C(NC(=O)C(F)(F)F)CC2=O (stereo unspecified)
 : 4%	12	1	1%
CC(SCc1ccccc1)C(=O)NC1CCCC1 (stereo unspecified)
 : 2%	-2	21	1%
O=C(CSc1ccc2nnc(-c3ccncc3)n2n1)N1CCc2ccccc21
 : -2%	5	?	2%
Cc1ccc(/C=N/NC(=O)C2CC(=O)N(c3ccccc3)C2)s1 (stereo unspecified)
 : -1%	/	?	/
O=c1oc(Nc2ccc(F)cc2)nc2ccccc12
 : 3%	-5	34	/
CCOc1c(Br)cc(/C=N\NC(=O)c2ccccc2)cc1OC
 : 1%	/	38	/
CCOC(=O)N1CCN(C(=O)CSc2ccccc2)CC1
 : 0%	5	4	0%
Cc1ccccc1CN1C(=O)Nc2ccccc2C(=O)N1C(C)(C)C
 : -5%	6	-16	8%
O=C(CCC(=O)OCc1ccc(C(=O)Oc2ccccc2)cc1)Nc1cccc2ccccc12
 : 5%	2	13	/
O=S(=O)(NCCOc1ccc(F)cc1)c1ccc2c(c1)OCCO2
 : -2%	?	-4	-7%
CCCOc1ccc(C(C)=O)cc1CSCCC#N
 : -2%	13	136	/

Screens: PubChem BioAssay, National Center for Advancing Translational Sciences (NCATS)

Not all compounds are listed, so the mix of outcomes need not match the whole.
